Screening results as filed in PubChem BioAssay.
Salmonella PhoP GFP – inhibitors of PhoP regulon expression, primary screen, Salmonella Typhimurium, GFP reporter (AID 1863); S. Typhimurium PhoP-regulated promoter GFP reporter, 4 h; higher % means a stronger effect; inhibition, % at 50 µM, or IC50 in µM where a hit was titrated; actives 0.16% (n = 300,000);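 active means inhibition over 29.93%, a cutoff 3 SD above the screen mean, later confirmed by dose response; inconclusive means inhibition over 29.93% but no dose response follow-up; inactive means inhibition at most 29.93% or unconfirmed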;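 further: 0% = low Mg2+ inducing control and 100% = high Mg2+ repressing control; strong numbers were not always called active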
CSM14.1 death rescue – rescue of cells from ER stress-induced death, primary screen, 384-well, CSM14.1, thapsigargin, ATP luminescence (AID 1222); CSM14.1 thapsigargin-induced death rescue, ATP luminescence; higher % means a stronger effect; cellular ATP content (survival), % at 20 µM; hits with a dose series show EC50 in µM; 190,000 tested, under 10 active;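 active means EC50 below 50 µM in the dose-response confirmation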;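 further: death triggered by thapsigargin at about 15 µM added after 2 h compound pretreatment; cell ATP read after overnight thapsigargin exposure of roughly 18 to 22 hours; normalized against plate controls of thapsigargin alone and 5% DMSO vehicle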
PMI inhibitors – inhibitors of human PMI, primary screen, biochemical, fluorescence intensity, coupled assay (AID 1209); purified PMI enzyme, coupled fluorescence intensity; higher % means a stronger effect; actives 0.42% (n = 190,000); inhibition, % at 20 µM; hits with a dose series show IC50 in µM;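 further: plate controls were DMSO vehicle for no effect and wells lacking substrate for full effect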
West Nile antiviral – inhibition of WNV-induced cytopathic effect – cell-based, CPE readout (AID 1621) | West Nile virus-infected cells, CPE inhibition; higher % means a stronger effect | CPE inhibition, % at 10 µM, or IC50 in µM where a hit was titrated | actives 0.02% (n = 290,000); in the data active means a potency from the dose series; inconclusive means CPE inhibition mostly from about 3.7% at the one dose, without a potency; inactive means the rest, 99 in 100 with CPE inhibition below about 2.2%; further: strong numbers were not always called active
TNAP activators – human TNAP enzyme activators, primary screen, biochemical, luminescent, no phosphate acceptor, uHTS (AID 1001); actives 0.03% (n = 200,000); activation fold at 20 µM, or EC50 in µM where a hit was titrated; purified TNAP, luminescent activation assay, no phosphate acceptor; higher activation fold means a stronger effect; in the data active means activation fold from about 3, or a potency from the dose series; inactive means the rest, 99 in 100 with activation fold below about 1.6; further: many of its hits are not listed in these tables
human PMI inhibitors – MPI inhibition at elevated mannose 6-phosphate – biochemical, fluorescence intensity, high mannose 6-phosphate, primary screen (AID 1220). recombinant PMI enzyme, coupled fluorescence intensity; higher % means a stronger effect. inhibition, % at 20 µM, or IC50 in µM where a hit was titrated. actives 0.66% (n = 190,000)
RSV CPE inhibition – RSV antiviral activity via CPE protection, HEp-2 cells, primary 10 µM value included (AID 2391). actives 0.13% (n = 310,000). CPE inhibition, % at 10 µM; hits with a dose series show IC50 in µM. HEp-2 cells, RSV-induced CPE inhibition; higher % means a stronger effect; in the data active means a potency from the dose series; inconclusive means CPE inhibition mostly from about 23% at the one dose, without a potency; inactive means the rest, 99 in 100 with CPE inhibition below about 21%; further: strong numbers were not always called active
Large T inhibition – SV40 large T antigen inhibitors, biochemical (AID 1903) | SV40 large T antigen ATPase/helicase inhibition assay; higher % means a stronger effect | inhibition, % at 20 µM, or IC50 in µM where a hit was titrated | actives 0.39% (n = 310,000); in the data active means a potency from the dose series; inconclusive means inhibition mostly from about 32% at the one dose, without a potency; inactive means the rest, 99 in 100 with inhibition below about 32%; further: strong numbers were not always called active
Insulin prom up – MIN6 insulin promoter up-regulation | MIN6 insulin promoter-GFP reporter, high-content imaging; hits give high values | z-score at 5 µM | actives 0.3% (n = 190,000) | AID 1625;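 active means z-score above 3 at 5 µM with at least 500 cells counted in the well; inconclusive means wells under 500 cells, flagged as cytotoxic or low count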
Insulin prom up cell count – further read-out of Insulin prom up, marked with its call; cell count; measured here: cytotoxicity, nuclei count;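 total cells summed across four imaged fields per well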
* hit, by the source's call; ? = inconclusive; . = not tested or not shown. Unless noted, no stated cut-off is given here; in the data, active means inhibition above about 50%; inactive means the rest. Compounds as they come. About 1.5% of those tested had a hit in this group.

smiles,Salmonella PhoP GFP,CSM14.1 death rescue,PMI inhibitors,West Nile antiviral,TNAP activators,human PMI inhibitors,RSV CPE inhibition,Large T inhibition,Insulin prom up,Insulin prom up cell count
Cc1cccc(C)c1NC(=O)C/C(N)=N/O,2.3%,0.3%,5.4%,0.5%,1.1,2.1%,0.3%,-6.5%,1.84,1598
Nc1nnc(CC(=O)N/N=C/c2ccc(-c3ccc(Cl)cc3Cl)o2)s1,-0.3%,.,.,-0.1%,.,.,-0.6%,17.8%,-0.08,910
COc1ccccc1CCNC(=O)c1csc2c1CCCC2,-6.8%,2.0%,-9.5%,-0.9%,1.1,10.3%,13.9%,13.7%,-0.41,1584
CC(C)OCCCNC(=O)c1cc(-c2cccnc2)nc2ccccc12,-5.6%,.,.,0.6%,.,.,1.1%,26.4%,.,.
OCn1ncn(-c2ccccc2)c1=S,-10.0%,5.3%,17.9%,-0.1%,1.1,3.8%,0.4%,1.4%,-0.36,897
O=C(COn1nnc2ccc(S(=O)(=O)N3CCOCC3)cc21)Nc1c(F)c(F)c(F)c(F)c1F,0.0%,1.9%,3.9%,-0.7%,1.1,14.1%,-1.0%,-2.5%,0.06,1573
CC(C)CN1C(=O)NC(NS(=O)(=O)c2ccc(N)cc2)(C(F)(F)F)C1=O (stereo not given),-19.4%,-0.6%,5.2%,0.0%,1.1,4.8%,-0.6%,7.3%,-0.05,1339
CC(C)OP(=O)(OC(C)C)/C(C=O)=N\Nc1ccc([N+](=O)[O-])cc1,5.1%,.,.,-0.1%,.,.,.,14.4%,-0.76,1161
CC(=O)c1cn(CCOc2ccc(F)cc2)c2ccccc12,11.7%,.,.,-2.1%,.,.,0.8%,11.9%,.,.
CCCCC1CCC(C(=O)OC(C)C(=O)Nc2ccc(NC(C)=O)cc2)CC1 (stereo not given),-2.1%,.,.,-0.2%,.,.,2.4%,14.3%,.,.
COc1ccc(O)c(C(=O)c2cnn(-c3ccc(Cl)cc3)c2)c1,6.9%,.,.,-0.5%,.,.,3.3%,-5.8%,.,.
CCc1nc(-c2cc3ccc(C)cc3[nH]c2=O)no1,9.7%,-3.5%,4.7%,0.0%,1.1,-0.6%,1.5%,4.1%,1.33,853
CC(C)(C)c1cc(Cc2ccccc2)[nH]n1,9.4%,1.4%,-1.4%,-0.2%,1,-11.6%,1.9%,14.4%,0.51,1248
CCCC(=O)N1CCN(c2ccc(NC(=S)NC(=O)c3cccc(C)c3)cc2)CC1,-8.2%,1.3%,23.9%,-1.1%,1.1,7.4%,1.8%,10.3%,-1.3,1308
CCCCCOC(=O)Cc1c(C)nc(-c2ccccc2)[nH]c1=O,11.7%,-0.4%,-6.0%,0.2%,1.1,-0.2%,2.4%,13.2%,-0.47,1294

Individual results from the entries so far:
For Insulin prom up cell count, CC(C)OP(=O)(OC(C)C)/C(C=O)=N\Nc1ccc([N+](=O)[O-])cc1 shows 1161
For Large T inhibition, CCc1nc(-c2cc3ccc(C)cc3[nH]c2=O)no1 shows 4.1%

Later entries.
smiles,Salmonella PhoP GFP,CSM14.1 death rescue,PMI inhibitors,West Nile antiviral,TNAP activators,human PMI inhibitors,RSV CPE inhibition,Large T inhibition,Insulin prom up,Insulin prom up cell count
COCc1c(Br)c(C)nc(OCC(=O)N/N=C/c2cc(C)n(-c3ccc([N+](=O)[O-])cc3)c2C)c1C#N,-8.9%,-1.7%,7.6%,0.0%,0.9,3.9%,5.1%,2.0%,0.06,1474
COC(=O)c1ccccc1Oc1cnc2ccccc2n1,30.2%,.,.,-0.2%,.,.,2.1%,-6.3%,.,.
CCOC(=O)C1CCN(C(=O)C2CC(=O)N(c3ccc(C)cc3)C2)CC1 (stereo not given),0.9%,2.1%,0.9%,-0.3%,1.1,-4.0%,-1.4%,7.0%,-0.22,1285
CCOc1ccc2c(c1)cc(CN(C(=O)CC)C1CCCCC1)c1nnnn12,-5.3%,0.1%,1.8%,-1.5%,1,-2.7%,-0.2%,10.6%,-0.77,941
O=C(Nc1ccc2c(c1)OCO2)N1CCOCC1,3.4%,-3.8%,6.3%,-0.4%,1.1,-0.9%,-1.6%,8.7%,0.41,1250
CC(C)CCC1(CCNC(=O)c2cccs2)CCOC(C)(C)C1 (stereo not given),1.3%,.,.,-0.6%,.,.,0.9%,3.4%,0.24,865
COc1ccc(N2CCN(C(=O)c3ccc(S(=O)(=O)N4CCOCC4)cc3)CC2)cc1,-4.2%,-0.4%,-14.1%,0.3%,1,-4.3%,0.1%,10.3%,-0.9,1178
CCc1ccc(N2C(=O)Cc3c2nc(N)c(C#N)c3N)cc1,25.0%,0.1%,16.1%,-0.1%,1.1,9.3%,0.4%,5.3%,.,.
C=CCOC(=O)C1=C(C)NC(C)=C(C(=O)OCC=C)C1/C=C/c1ccccc1,8.7%,2.3%,-0.6%,-0.7%,1.1,-7.4%,?,4.3%,.,.
N#Cc1cc(C(=O)c2ccccc2O)cn(-c2nccs2)c1=O,24.5%,-1.6%,-13.8%,1.4%,0.9,5.8%,-0.1%,29.1%,0.13,1234
Cn1nnc(NCc2cc(Br)ccc2OCc2cccs2)n1,8.2%,-1.6%,7.5%,-0.4%,1.1,10.3%,17.7%,3.2%,-0.71,1294
Cc1cc(C)cc(-n2ncc3c2CCCC3NC(=O)c2cc(C)[nH]n2)c1 (stereo not given),5.7%,.,.,-1.2%,.,.,?,0.9%,.,.
CC(=O)N1CCc2cc(S(=O)(=O)CCC(=O)O)ccc21,5.3%,-0.1%,3.4%,.,1.1,4.9%,-0.2%,1.0%,0.34,1499
O=C1CN(C(=O)c2c(F)cccc2F)C(c2ccc(F)cc2)c2cc(F)ccc2N1 (stereo not given),3.1%,.,.,0.0%,.,.,2.4%,2.8%,.,.
CC(NC(=O)CCC1COc2ccccc2O1)c1ccccc1 (stereo not given),18.6%,-3.2%,2.0%,-0.2%,1.1,-0.7%,2.0%,14.2%,.,.
O=C(N/N=C/C(Br)=C/c1ccccc1)c1ccccc1F,6.5%,.,.,-1.3%,.,.,22.1%,15.0%,.,.
COc1ccc2c(c1OC)C(=O)OC2Nc1ncccc1C (stereo not given),3.6%,-0.6%,-3.2%,-0.1%,1.1,-12.2%,2.3%,9.6%,-0.72,1613
CCOC(=O)Cn1c(=O)c(C#N)cn(C(C)C)c1=O,-10.2%,.,.,0.4%,.,.,1.3%,-2.1%,-0.76,1480
COc1cc(NC2=CC(=O)CC(C)(C)C2)cc(OC)c1,-7.6%,-2.4%,7.1%,-0.1%,1.1,-0.2%,1.2%,1.0%,.,.
COc1ccnc(CN(C)C(=O)C2CCC(=O)N(CCN(C)C)C2)c1 (stereo not given),0.0%,.,.,0.2%,.,.,3.3%,8.6%,.,.
CC(=O)Nc1nc2ccccc2n1Cc1ccc(Cl)cc1,-12.0%,.,.,-0.2%,.,.,-1.9%,15.3%,-0.47,978
COc1ccc(-c2nnc3ccc(SCC(=O)N4CCCCCC4)nn23)cc1OC,.,-1.4%,3.6%,-0.1%,1,4.9%,3.5%,.,-0.16,1881
COc1ccc(-c2[nH]c(-c3ccc(C)cc3)nc2SCC(=O)NCc2ccco2)cc1OC,17.6%,-1.3%,3.2%,0.3%,1,-3.9%,5.1%,1.0%,-0.11,843
COc1ccc(C2=NOC(COc3ccc([N+](=O)[O-])cc3)C2)cc1 (stereo not given),-2.4%,.,.,-0.1%,.,.,3.3%,13.2%,0.37,1022
CCC(C)(C)NC(=O)CN(CC1CCCO1)C(=O)CCC(=O)Nc1nccs1 (stereo not given),-6.5%,-1.1%,-2.6%,0.0%,1.1,-4.5%,0.9%,8.4%,-0.67,1187
CC(=O)N1C(c2ccccc2)CC(=O)OC1c1ccc2c(c1)OCO2 (stereo not given),8.7%,-2.6%,4.0%,0.0%,1.1,9.9%,1.3%,-1.1%,.,.
O=S(=O)(/N=C/c1c(O)ccc2ccccc12)c1ccccc1,12.1%,.,.,-0.4%,.,.,3.4%,-4.6%,.,.
CC(=O)NCCC(=O)NCc1ccc(F)cc1,-7.9%,1.1%,-1.9%,-0.1%,1.2,-3.3%,1.2%,6.8%,.,.
CC(CC(=O)NCc1ccc(Cl)cc1)S(=O)(=O)c1ccc2c(c1)NC(=O)CO2 (stereo not given),-6.3%,.,.,0.1%,.,.,10.1%,-5.3%,.,.
CC(Cc1c[nH]c2ccccc12)C(=O)O (stereo not given),-9.2%,-0.2%,-4.1%,-0.6%,1.1,0.6%,4.0%,14.9%,0.39,1370
COc1ccc(N2CCN(CC(=O)c3ccccc3)CC2)cc1,3.1%,.,.,-0.7%,.,.,-0.5%,28.2%,.,.
CCCCNC(=O)N1CCCC(N(C)CCc2ccc(OC)c(OC)c2)C1 (stereo not given),-8.7%,.,.,-0.7%,.,.,-1.0%,7.8%,.,.
CC(=O)NC(C)C(=O)OCC(=O)Nc1ccc(Br)cc1 (stereo not given),5.0%,-1.4%,4.8%,0.2%,1.1,-7.6%,2.0%,11.1%,1.79,642
CCOC(=O)C1(Cc2ccccc2)CCN(Cc2cccn2-c2cccnc2)CC1,-1.1%,4.6%,4.2%,-1.3%,1,5.4%,1.8%,15.9%,.,.
CC(C)[C@H](NC(=O)C1CCN(S(=O)(=O)c2ccccc2)CC1)C(=O)NCc1ccc(F)cc1,-2.6%,.,.,-0.9%,.,.,1.1%,6.9%,.,.
CC(=O)SC1CC(=O)N(c2c(C)cccc2C)C1=O (stereo not given),-3.8%,.,.,0.1%,.,.,.,14.4%,-0.17,965
O=C(CC1NCCc2ccccc21)Nc1ccccc1Cl (stereo not given),11.8%,0.0%,-2.7%,-0.6%,1.1,-6.5%,-0.9%,5.1%,-0.05,1286
COc1ccccc1C(=O)N/C(=C\c1cn(S(=O)(=O)N(C)C)c2ccccc12)C(=O)NCCN1CCOCC1,-3.1%,.,.,0.1%,.,.,0.0%,10.5%,.,.
COc1cccc(/C=N/NC(=O)c2cccc([N+](=O)[O-])c2)c1OS(=O)(=O)c1ccccc1,1.6%,-1.2%,9.8%,0.6%,1,9.7%,3.5%,0.6%,0.81,1301
COc1cccc(/C=C2\Sc3ccc(C(=O)NCc4cccnc4)cc3N(C)C2=O)c1,-7.8%,-0.5%,4.0%,0.1%,1,2.5%,-0.7%,16.7%,-0.42,1337
Cc1nnc(NC(=O)CSc2nc3c(c(=O)n2C)SC(C)C3)s1 (stereo not given),2.3%,.,17.7%,0.0%,1,16.9%,1.4%,13.4%,.,.
Cc1sc2ncnc(Sc3nnc4sc5ccccc5n34)c2c1C,0.3%,-2.1%,6.9%,-0.1%,1.1,-3.4%,3.1%,-15.7%,1.13,1369
